TrxR1 substrate: rat thioredoxin reductase 1 substrate activity; purified TrxR1 substrate turnover, NADPH consumption readout; Potency, µM (doses to about 114 µM), without a hit: top-dose activity change, negative = substrate turnover; 390,000 tested, 0.01% active; AID 588456; note: potency is the fitted concentration of half-maximal effect; % is set by controls: 0 for no effect and ±100 for the full control effect; nearly all actives have a fitted effect of over 50% in size
Target sequence (O89049 whole entry, looked up): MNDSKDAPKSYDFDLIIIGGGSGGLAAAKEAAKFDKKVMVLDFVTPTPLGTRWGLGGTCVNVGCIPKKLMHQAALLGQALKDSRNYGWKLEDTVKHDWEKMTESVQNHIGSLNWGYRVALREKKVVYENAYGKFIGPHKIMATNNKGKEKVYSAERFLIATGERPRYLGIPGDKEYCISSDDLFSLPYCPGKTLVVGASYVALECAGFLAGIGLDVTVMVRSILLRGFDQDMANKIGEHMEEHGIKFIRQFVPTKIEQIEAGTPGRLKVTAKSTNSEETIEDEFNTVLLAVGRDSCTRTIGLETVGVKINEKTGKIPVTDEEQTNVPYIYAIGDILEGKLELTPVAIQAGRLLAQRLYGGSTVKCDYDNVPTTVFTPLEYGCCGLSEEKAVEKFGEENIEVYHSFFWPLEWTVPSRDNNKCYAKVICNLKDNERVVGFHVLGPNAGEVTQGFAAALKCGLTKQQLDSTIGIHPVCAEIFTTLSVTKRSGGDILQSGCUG
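Rat TrxR1, dispensed at 90 nM, was prereduced with 400 uM NADPH (final) for 5 min at ~22 deg C, then incubated with compound 15 min before 400 uM selenite. A first-read NADPH fluorescence drop versus no-compound background flagged substrates.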
TRHR enhancer: allosterically enhances the human TRH receptor; TRHR cells, fluo-8 calcium fluorescence, EC20 TRH enhancement; 360,000 tested, 0.66% active; P34981; AID 493056; enhancement, % at 2 µM; in the data active = enhancement above about 30%; note: 0% is about no effect
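Enhancer read-out: after compound pinning and an initial kinetic agonist-mode read, an EC20 of TRH (10 nM final) was injected and fluo-8 calcium signal (Ex 480/Em 530) followed at 1 s/cycle for 100 cycles in TRHR-expressing cells.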
Pin1 inh: inhibitors of human Pin1. Potency, µM (series often up to 115 µM), for the others: at the top dose activity, negative = inhibition, most hits filed as inhibitors. AID 504891. Pin1 FP peptide displacement, HiFluor488, 10 min. Q13526. 390,000 tested, 0.009% active; active = well fitted inhibition curve with a large enough effect in the polarisation, with a control signal flat, not every such curve was filed as active; inconclusive = small, poorly fitted or top-dose-only effect, or effect the other way, or a change in a side signal; inactive = no such curve, though single readings can be large or run the other way; the % refers to the polarisation; note: potency is the fitted concentration of half-maximal effect; % is set by controls: 0 for no effect and ±100 for the full control effect
Target sequence (Q13526 whole entry, looked up): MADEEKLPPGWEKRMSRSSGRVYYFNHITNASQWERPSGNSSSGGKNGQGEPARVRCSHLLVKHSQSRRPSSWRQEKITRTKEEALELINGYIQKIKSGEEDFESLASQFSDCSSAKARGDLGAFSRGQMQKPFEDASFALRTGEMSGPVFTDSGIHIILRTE
TRHR agonist: activates the human TRH receptor | TRHR cells, calcium flux fluo-8, FDSS agonist mode | P34981 | activation, % at 2 µM | 360,000 tested, 0.18% active; in the data active = activation above about 30%; note: 0% is about no effect
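Agonist-mode FDSS calcium read (Ex 480/Em 530, 1 s cycles) in 1536-well TRHR cells with fluo-8 dye, after 10-cycle baseline and 23 nL compound addition; TRH at EC20 (10 nM final) added afterwards for the enhancer phase.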
USP1 inh: blocks the human USP1/UAF1 deubiquitinase complex; 390,000 tested, 0.23% active; AID 743255; recombinant USP1/UAF1, Ub-Rhodamine cleavage fluorescence; Potency, µM (highest dose often 57.1 µM), without a hit: at the highest dose activity change, negative = inhibition, actives largely listed as inhibitors; O94782; note: potency is the fitted concentration of half-maximal effect; % is set by controls: 0 for no effect and ±100 for the full control effect; nearly all actives have a fitted effect of over 60% in size; inactives centre near -12
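In this screen, compounds sit with the deubiquitinase complex (1nM) for 15 min at room temperature before Ub-Rho is added at 150nM final. Fluorescence rise is then followed for 6 reads every 60 seconds.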
TrxR1 inh: blocks rat thioredoxin reductase 1 | O89049 | recombinant rTrxR1, NADPH fluorescence consumption, selenite substrate | Potency, µM (highest dose often 114 µM), without a hit: at the top dose activity change, negative = inhibition, usual class: inhibitors | 390,000 tested, 1% active; note: potency is the fitted concentration of half-maximal effect; % is set by controls: 0 for no effect and ±100 for the full control effect; nearly all actives have a fitted effect of over 65% in size
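Rat TrxR1 (90 nM in the dispensed reagent) was pre-reduced with 400 uM NADPH for 5 min at room temperature, then incubated with compound for 15 min. After 400 uM selenite was added, NADPH fluorescence (Ex 340/Em 450 nm) was followed for 8 min.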
D2 ag: D2 dopamine receptor (human) agonism; 340,000 tested, 0.53% active; P14416; activation, % at 2 µM; AID 485358; HEK293 T-REx D2 cells, calcium flux agonist mode;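 active = activation over 3 SD above normal in the single-dose calcium agonist read, cut at about 30% in these data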; note: 0% is about no effect
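In this primary screen, compounds producing a positive calcium signal within 180 s of addition to tetracycline-induced, force-coupled HEK293 Trex D2 cells are flagged; cells are dye-loaded with a no-wash calcium kit beforehand.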
IDH1 R132H inh: blocks human mutant IDH1 R132H enzyme; O75874; IDH1-R132H enzyme, NADPH consumption, diaphorase/resazurin fluorescence; Potency, µM (titrated, usually from 76.6 µM), for inactives: at the top dose activity change, negative = inhibition, usual class: inhibitors; 390,000 tested, 0.093% active; AID 602179; note: potency is the fitted concentration of half-maximal effect; % is set by controls: 0 for no effect and ±100 for the full control effect; nearly all actives have a fitted effect of over 65% in size
Target sequence (O75874 whole entry R132H, stated change not applied): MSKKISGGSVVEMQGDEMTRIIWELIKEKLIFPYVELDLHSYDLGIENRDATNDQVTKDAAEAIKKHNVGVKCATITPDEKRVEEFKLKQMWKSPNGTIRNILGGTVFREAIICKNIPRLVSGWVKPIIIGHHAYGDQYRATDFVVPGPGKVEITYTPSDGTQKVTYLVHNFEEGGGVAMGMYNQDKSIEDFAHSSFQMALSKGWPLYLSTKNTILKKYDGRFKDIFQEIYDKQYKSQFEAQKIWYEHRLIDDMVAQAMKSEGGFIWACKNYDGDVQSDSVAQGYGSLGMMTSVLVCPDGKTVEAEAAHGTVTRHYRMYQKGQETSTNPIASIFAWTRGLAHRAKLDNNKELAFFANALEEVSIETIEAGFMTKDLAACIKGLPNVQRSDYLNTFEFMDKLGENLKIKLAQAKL
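IDH1-R132H (0.5 ug/mL dispensed) in pH 7.5 Tris buffer was preincubated 30 min with compound, then given a substrate mix of 0.016 mM NADPH and 2 mM alpha-KG for 80 min at room temperature; remaining NADPH was read by diaphorase/resazurin fluorescence.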
D2 antagonist: antagonizes the human D2 dopamine receptor; AID 485344; HEK293 TREx D2 cells, calcium flux, dopamine EC80; 340,000 tested, 2% active; P14416; inhibition, % at 10 µM; in the data active = inhibition above about 30%; note: 0% is about no effect
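Calcium mobilization kinetics were recorded at 1 s intervals in tetracycline-induced HEK293 T-REx D2 cells, first for 180 s after compound addition and then 180 s after EC80 dopamine.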
Starred values were filed as active, the others as inactive; ? = inconclusive; . = not tested or not shown; & = joins results of further samples; [ ] = dose if it differs, or a comment. Unless noted, calls come from the whole dose curve; as a rule, active = well fitted inhibition curve with a large enough effect; inconclusive = small, poorly fitted or top-dose-only effect; inactive = no such curve, though single readings can be large or run the other way. A portion of the library. The share of hits here may be higher or lower than overall.

Each structure is followed by: TrxR1 substrate, TRHR enhancer, Pin1 inh, TRHR agonist, USP1 inh, TrxR1 inh, D2 ag, IDH1 R132H inh, D2 antagonist
[1] CSc1ccc(CN(C)C(=O)CNC(=O)c2ccc3c(c2)OCO3)cc1
  -11%, -3, -3%, -0.1, -13%, -15%, -0.2, 2%, 1
[2] CN(C)c1nc2c(N)ncnc2n1C1OC(CO)C(O)C1O (stereo not drawn)
  8%[11.4 µM], ., -6%, ., -3%, 10%[11.4 µM], ., 5%, .
[3] CCOc1ccc(NC(=S)NCc2ccc3c(c2)OCO3)cc1
  1%[57.1 µM], -3, 15%, -0.6, -12%, -22%, -0.7, 6%, -5
[4] CCOC(=O)[C@H]1[C@H]2COc3ccc(OC)cc3[C@@H]2N2C(=O)c3cc(C)ccc3NC(=O)[C@@]12C
  -16%, 4, ?, -0.4, 12%, -19%, -1.3, 3%, -6
[5] COc1ccc(-c2sc3ccccc3c2/C=C/c2ccc(N)cc2)cc1
  4%, ., 4%, ., -10%, -12%, ., -15%, .
[6] O=C(c1ccc(=O)[nH]c1)N1CCN(S(=O)(=O)c2ccccc2)CC1
  -6%, -2, 0%, 1.3, -12%, -6%, 0.0, 9%, 31*
[7] CCOc1cc(NC(=O)c2cccs2)c(OCC)cc1NC(=O)CCC(=O)NCCN1CCOCC1
  2%, -8, 2%, -0.2, -18%, 10%, 0.4, 12%, -4
[8] [O-]/C(=C(\C(=S)Nc1cccc2ccccc12)[n+]1ccccc1)c1ccc2c(c1)OCCO2
  9%[57.1 µM], 14, 7%, 0.3, ?, -3%[57.1 µM], -0.6, 6%, -2
[9] O=C(Nc1sc2c(c1C(=O)O)CCCC2)c1cccc(Cl)c1
  0%, -3, -6%, -0.3, -15%, 26%, 0.1, 42%[activator], 4
[10] CC1=C(c2ccc(C)c(C)c2)S(=O)(=O)NC1=NCc1ccccc1Cl
  -2%, -5, -5%, -0.9, 1%, 8%, -0.9, 10%, .
[11] Cc1cc(C)c2c(=O)[nH]c(SCC(=O)Nc3cccc(S(=O)(=O)N(C)C)c3)nc2n1
  -2%, -4, ?, -0.2, -9%, -3%, -1.1, 6%, -10
[12] Cc1cc2nc(C)n(CCCNC(=O)Nc3ccc(F)cc3)c2cc1C
  -8%, 4, 8%, -1.0, -7%, -21%, -1.9, 3%, -3
[13] CC(=C/c1ccc(C(C)C)cc1)/C=N/NC(=O)Cn1nnnc1N
  5%[57.1 µM], 28, 0%, 0.5, -16%, -30%[57.1 µM], 1.1, 12%, 16
[14] COc1ccc(C)cc1N(C)C(=O)c1sc2nc3n(c(=O)c2c1C)CCCCC3
  -4%, 12, ?, 24, -16%, 79µM*, 5.3, -6%, .
[15] CCOc1ccc(CCNC(=O)CN2C(=O)c3cccnc3Oc3ccc(C)cc32)cc1OCC
  6%&-2%, 3&11, -4%&-4%, -0.7&-1.0, -13%&15%, 5%&2%, 0.4&-1.9, 12%&3%, -10
[16] O=C(NN=Cc1c(O)ccc2ccccc12)C1CC1
  5%[57.1 µM], ., -1%, ., -12%, 5%[57.1 µM], ., 7%, .
[17] Cc1ccc(NC(=O)Nc2cccc(F)c2)nc1
  2%, -3, 0%, 0.2, -16%, 15%, -0.3, 14%, 2
[18] Cc1ccc(-c2noc(C3CC(=O)N(c4ccc5c(c4)OCCO5)C3)n2)cc1 (stereo not drawn)
  -6%[57.1 µM], 9, 6%, 0.4, -35%, 4%[57.1 µM], -0.2, 15%, .
[19] COc1cc(C(=O)Oc2c(CN3CCOCC3)cc(Cl)c3cccnc23)cc(OC)c1OC
  -2%, 2, -7%, -0.6, -25%, 4%, -0.4, 6%, 18
[20] COCC1CCCCN1C(=O)c1ccc(OC2CCN(CCc3ccccc3)CC2)cc1 (stereo not drawn)
  -3%, 0, -8%, 0.5, -13%, -11%, 0.2, 18%, -9
[21] CCOC(=O)c1cc2c(=O)n3ccccc3nc2n(Cc2ccco2)c1=NC(=O)c1ccc(OC)cc1OC
  99%, 13, -15%, 4.9, -16%, -60%, 0.3, -8%, -9
[22] CCOc1ccc(CCNC(=O)COC(=O)c2ccc(OC(C)C)cc2)cc1OCC
  0%, 3, -2%, 0.0, -1%, 3%, 0.1, 4%, -30
[23] COc1cc(NC(=O)c2sc3nc4n(c(=O)c3c2C)CCCCC4)cc(OC)c1OC
  4%, -6, -5%, -0.1, -6%, 23%, 0.8, 8%, .
[24] Cc1cc(NC(=O)CSc2nnc(CNC(=O)c3ccc(C(C)(C)C)cc3)o2)no1
  -1%, -4, 6%, -0.3, -13%, 4%, 0.3, 8%, 6
[25] COC(=O)c1cccc(NC(=S)NCc2ccco2)c1
  3%[57.1 µM], -4, -3%, 0.6, -13%, 19%[57.1 µM], -1.0, 0%, -8
[26] COc1ccccc1C(=O)NNC(=O)C(=O)N1CCCCC1
  -1%, 2, 2%, -0.4, -11%, 13%, -1.0, -8%, -10
[27] COc1cccc(C(C#N)NCCCNC(C#N)c2cccc(OC)c2OC)c1OC (stereo not drawn)
  -3%, ., -1%, ., -2%, -10%, ., 1%, .
[28] COC(=O)C1=C(C(=O)OC)[C@@H]2Nc3ccccc3[C@@]23C[C@@H](C(=O)OC)N(C(=O)c2cccs2)C3=N1
  -6%[57.1 µM], ., -2%, ., -25%, 2%[57.1 µM], ., 0%, .
[29] CC1C(c2ccccc2)N(C)C(c2ccccc2)CC1(O)c1ccccc1 (stereo not drawn)
  0%[57.1 µM], -2, -4%, -0.3, -17%, 16%[57.1 µM], 0.5, 4%, 7
[30] CCOC(=O)CN1C(=O)C2(OCCCO2)c2ccccc21
  10%[57.1 µM], 6, -12%, -0.1, -7%, -9%[11.4 µM], 2.1, -3%, -12
[31] Cc1ccc(C(=O)NC(=S)Nc2ccc(-c3ccc(CO)o3)cc2)cc1
  -5%, 2, 3%, -0.7, ?, 12%[57.1 µM], -1.6, -3%, 6
[32] Cc1ccc(NC2CCCN(C(=O)c3ccc(C)c(N4CCNC4=O)c3)C2)cc1C (stereo not drawn)
  -6%, -3, -1%, -0.2, -4%, -1%, 1.0, -1%, -5
[33] CC(Oc1ccc(Br)cc1)C(=O)NCC(C)(C)N1CCOCC1 (stereo not drawn)
  -2%, 17, -2%, 0.0, -19%, 4%, -2.2, 4%, -3
[34] CC(=O)N1CCC2(CC1)OC(=O)C(C)=C2C(=O)NCc1cccc(Cl)c1
  3%[57.1 µM], -3, -18%, 0.1, 9%, 34%[activator][57.1 µM], -0.2, 21%, .
[35] CCN(CC)S(=O)(=O)c1ccc(N/N=C/c2ccc(O)cc2)nc1
  -1%, -4, -1%, 0.7, -20%, -6%, ., 0%, .
[36] CN(C)N1C(N)=C(C#N)C(c2cccnc2)C2=C1CC(C)(C)CC2=O (stereo not drawn)
  -13%, -1, -7%, -0.5, -6%, -2%[57.1 µM], 0.1, -2%, 15
[37] COc1ccc(OCC(=O)Nc2cccc(NC(=O)COc3ccc(OC)cc3)n2)cc1
  12%, 4, 3%, 2.0, 2%, 28%, 1.3, -2%, -23
[38] CCOc1cccc(NCc2cc3c(C(C)(C)C)nn(-c4ccccc4)c3[nH]c2=O)c1
  -7%, 0, ?, 0.4, ?, -6%, 0.6, 7%, 9
[39] O=C(/C=C/c1ccco1)Nc1ccc(Oc2ccc(Cl)cc2)cc1
  9%[57.1 µM], -3, 10%, 0.6, -16%, -7%[57.1 µM], ., 10%, .
[40] O=C(N1CCOCC1)N(Cc1ccccc1)c1ccccn1
  3%[57.1 µM], 3, ?, 0.8, -16%, 5%[57.1 µM], -0.2, 5%, -14
[41] Cc1cc(C)c2c(c1)-c1cc(C)nn1C(c1ccc3c(c1)OCO3)N2 (stereo not drawn)
  78%[activator], 10, 5%, -1.3, -26%, 77%[activator], 4.0, 4%, 4
[42] COc1cccc(Nc2nc(-c3sc(NC(=O)c4ccco4)nc3C)cs2)c1
  10%, -1, 32%[activator], 0.0, -22%, 23%, ., 7%, .
[43] CCCCCCCC/C=C\CCCCCCCC(=O)NCCO
  ?, 7, -7%, -0.2, -19%, 17%[57.1 µM], 1.1, 1%, 12
[44] Brc1ccc(-c2nnc(-c3cccc(Br)c3)o2)cc1
  -7%, -12, -6%, -1.0, -16%, 15%[57.1 µM], 0.7, 6%, -6
[45] CCOc1ccc(N2CC(C(=O)Nc3ccc4c(c3)OCCO4)CC2=O)cc1 (stereo not drawn)
  -4%, -2, 2%, -0.4, 4%, -1%, 0.3, -5%, 8
[46] Cc1ccc(-n2c(-c3cccnc3)n[nH]c2=S)c(C)c1
  1%, -2, -12%, -0.3, -4%, -7%, -0.5, -7%, -16
[47] Cc1ccc(C(=O)CN2C(=O)NC3(CCCCCC3)C2=O)c(C)c1
  4%, -2, -3%, 1.2, -10%, 13%, 0.1, 3%, -5
[48] O=S(=O)(c1ccccc1)c1nc(-c2ccc(F)cc2)oc1NCc1ccccc1
  6%, 7, 3%, -0.3, -22%, 38%[activator], ., 14%, .
[49] CN(C)c1ccc(C(CNC(=O)Cc2cccc3ccccc23)N(C)C)cc1 (stereo not drawn)
  1%, -3, 0%, 0.3, -10%, -2%, 0.0, -13%, 1
[50] CCCCC1=CC2=C(c3ccco3)C(=O)C(C)(OC(=O)c3ccc(OC)cc3)C(=O)C2=CN1c1ccccc1 (stereo not drawn)
  -8%, -1, -14%, 0.7, 18%, 0%[57.1 µM], 3.6, 3%, -1
[51] CCCNC(=O)C(=O)NCC(c1ccc2c(c1)OCO2)N1CCN(c2ccc(F)cc2)CC1 (stereo not drawn)
  -9%, 6, -4%, -0.1, -13%, 5%, 0.0, 0%, 1
[52] O=c1[nH]c2cccnc2n1-c1cccc([N+](=O)[O-])c1
  -5%, -6, -1%, -0.5, 3%, -1%, -0.3, 5%, 1
[53] O=C(CO/N=C/c1c(Cl)cccc1Cl)NNC(=O)c1ccc(Cl)cc1
  -6%[57.1 µM], 9, -1%, -0.2, 4%, -5%[57.1 µM], -0.6, -9%, 17
[54] Cc1ccc(-n2c(=S)[nH]c3nc4c(cc3c2=O)COC(C)(C)C4)cc1
  -13%, 6, 8%, 0.1, -14%, -19%, -0.1, -3%, -10

Screens as filed in PubChem BioAssay.
